Bioassay records from PubChem BioAssay.
ERAP1 inh: blocks human ERAP1 aminopeptidase activity | inhibition, % at 10.7 µM | AID 652197 | 0.15% of 340,000 active | recombinant ERAP1, Leu-AMC fluorescence, 60 min | Q9NZ08;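 active means mean replicate inhibition of at least 30%, or all replicates individually reaching that 30% level; inactive means mean below 30% and not every replicate reaching it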;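 further: 0% = neutral control wells and 100% = L-leucinethiol positive control wells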
Target sequence (Q9NZ08 whole entry, looked up): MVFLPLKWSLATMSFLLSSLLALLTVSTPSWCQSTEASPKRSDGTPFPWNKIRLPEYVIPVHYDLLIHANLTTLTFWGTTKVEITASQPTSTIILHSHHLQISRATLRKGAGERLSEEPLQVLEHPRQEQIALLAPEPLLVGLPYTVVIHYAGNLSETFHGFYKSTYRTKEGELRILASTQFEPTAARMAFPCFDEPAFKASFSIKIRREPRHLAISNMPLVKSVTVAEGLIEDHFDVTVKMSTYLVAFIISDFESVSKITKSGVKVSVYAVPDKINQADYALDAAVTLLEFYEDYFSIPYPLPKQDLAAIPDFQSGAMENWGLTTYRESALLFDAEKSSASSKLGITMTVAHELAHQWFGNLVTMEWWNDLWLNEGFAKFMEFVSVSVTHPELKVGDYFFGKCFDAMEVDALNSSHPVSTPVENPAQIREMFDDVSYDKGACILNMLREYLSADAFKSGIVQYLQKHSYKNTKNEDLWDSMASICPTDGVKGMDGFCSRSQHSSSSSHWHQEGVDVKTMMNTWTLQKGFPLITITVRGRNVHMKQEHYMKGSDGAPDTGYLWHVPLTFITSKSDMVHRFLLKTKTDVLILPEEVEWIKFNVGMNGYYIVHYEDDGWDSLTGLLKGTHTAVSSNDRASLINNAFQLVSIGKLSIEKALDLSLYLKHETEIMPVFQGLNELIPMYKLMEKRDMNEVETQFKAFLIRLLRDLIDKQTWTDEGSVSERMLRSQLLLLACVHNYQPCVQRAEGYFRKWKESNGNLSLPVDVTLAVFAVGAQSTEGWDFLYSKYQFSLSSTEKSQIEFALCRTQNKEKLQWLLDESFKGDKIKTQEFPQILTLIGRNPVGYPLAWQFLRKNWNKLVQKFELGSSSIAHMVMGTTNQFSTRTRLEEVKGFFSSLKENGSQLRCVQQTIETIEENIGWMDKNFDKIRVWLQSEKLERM
SIRT5 inh: sirtuin-5 (human) deacylase inhibition; Q9NXA8; Purified SirT5, succinyl-peptide AMC, trypsin-coupled fluorescence; inhibition, % at 15 µM; 1.1% of 330,000 active; in the data active means inhibition above about 15%
Cneo AK release: Cryptococcus neoformans lysis via adenylate kinase release. 0.2% of 360,000 active. C. neoformans lysis, adenylate kinase release luminescence, 4 h; normalised: neutral wells 0, clomiphene wells 100. lysis activity, % at 15 µM;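 active means mean lysis activity across replicates of at least 80%, whatever share of replicates individually reach that level; inactive means mean lysis activity below 80%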
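Test system: log-phase Cryptococcus neoformans yeast cells. Input: 5 × 10^6 yeast cells/mL. Medium: fresh YPD growth medium. Doses: single dose. Incubation: static 4 h at 37 °C with compound, 1 h detection. Measured by: luminescent adenylate kinase detection reagent. Read-out: signal increase indicating cell lysis. Benchmarks: Clomiphene.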
LGR2 antag: blocks bursicon-induced cAMP signaling via Drosophila LGR2; inhibition, % at 9.99 µM; HEK293 LGR2, CRE-luciferase, bursicon-stimulated, 4 h; 0.35% of 380,000 active;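 active means drop in luminescence signal, shown as inhibition above about 50% in the replicate tests, limit read from the data, passing the limit was not always enough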;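 further: agonist challenge used bursicon conditioned medium at about half maximal strength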
PGC1a acetyl inh: modulators of PGC1a acetylation. U2OS PGC1a acetylation, AlphaScreen anti-acetyl-lysine; with virally co-expressed GCN5 acetyltransferase. inhibition, % at 15.6 µM. 0.17% of 350,000 active. AID 651687;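 active means every replicate shows inhibition of at least 40%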;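 further: 0% = neutral control wells and 100% = positive control wells; some results beyond the cut were filed as inactive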
S100A4 MyoIIA: blocks human S100A4 binding to myosin IIA peptide; AID 652163; 0.14% of 360,000 active; inhibition, % at 10.7 µM; S100A4/TAMRA-MyoIIA peptide fluorescence polarization;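 active means mean inhibition of at least 70% across replicates, with every replicate also reaching that level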
Target sequence (P26447 whole entry, looked up): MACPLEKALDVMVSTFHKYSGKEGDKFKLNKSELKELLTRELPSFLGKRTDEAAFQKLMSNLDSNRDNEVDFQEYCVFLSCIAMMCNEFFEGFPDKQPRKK
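Material: S100A4 monomer protein / Buffer or medium: 50 mM HEPES pH 7.2, 10 mM CaCl2, 100 mM KCl / Times: 5 min incubation before reading / Benchmarks: neutral control DMSO, positive control TFP / Reagent: labelled myosin peptide probe, 5 nM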
Xi reactivation: reactivates the inactive X chromosome in mouse fibroblasts; activation, % at 7.58 µM; AID 743238; XiGFP mouse fibroblasts, % GFP-positive cells imaging, 3 d; cells co-treated with 5-aza-dC sensitizer; scaled so ellipticine positive control = 100%; 0.055% of 360,000 active;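 active means mean normalized replicate activation at least 10% and every replicate at or above 10%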;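 further: 0% = median of on-plate neutral control wells and 100% = ellipticine 6 µM median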
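Assay system: SV40-immortalized XiGFP fibroblast cells, line 68-5-11; buffer or medium: DMEM plus 5-aza-dC sensitizer; compound: one concentration, pinned; timing: compounds 3 days, fix/stain 15 min at room temperature; benchmarks: positive control ellipticine, 6 µM final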
C2C12 statin: suppression of simvastatin myotoxicity; C2C12 myotubes + simvastatin, ATP luminescence, 48 h; scaled: DMSO 0, geranylgeraniol control 100; rescue of ATP level, % at 7.49 µM; 0.78% of 330,000 active; AID 602340;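 active means mean ATP rescue above about 67%, or every replicate alone reaching that limit, limit read from the data, passing the limit was not always enough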;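 further: myotubes were challenged with 10 µM simvastatin during compound exposure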
The depositor's hits bear a star; nt = not tested or not shown. An excerpt; rates above refer to the full screens.

SMILES	ERAP1 inh	SIRT5 inh	Cneo AK release	LGR2 antag	PGC1a acetyl inh	S100A4 MyoIIA	Xi reactivation	C2C12 statin
COc1ccc(CC(=O)O/N=C(\N)Cc2cccc3ccccc23)cc1OC	0	0	nt	nt	nt	-1	0.0	nt
NS(=O)(=O)c1ccc(NC(=O)CSc2nnc(C3CC3)n2C2CC2)cc1	-6	-2	nt	-7	8	-6	-0.1	2
COC(=O)COc1ccc(S(=O)(=O)Nc2ccc3c(c2)OCCO3)cc1Cl	0	0	-2	-1	-7	5	nt	29
CCCNC(=O)N1CC(=O)N2[C@H](C1)[C@H](c1ccc(C#CCC3CCCC3)cc1)[C@@H]2CO	-1	4	nt	-3	-10	5	0.0	nt
CC(C)n1cnc2c(Nc3ccc(F)c(Cl)c3)nc(NCCO)nc21	1	-3	-2	nt	-13	-1	0.1	-4
CNC[C@@H]1Oc2ccc(NS(C)(=O)=O)cc2CC(=O)N([C@@H](C)CO)C[C@@H]1C	nt	nt	nt	-11	5	nt	0.1	11
COC[C@@H]1CCCN1c1ccc2c(c1)O[C@@H](COCc1ccccc1)CN([C@@H](C)c1ccccc1)S2(=O)=O	nt	-4	nt	20	nt	1	0.1	nt
Cn1c(SCC(=O)N/N=C/c2cccnc2)nnc1-c1ccccc1	0	1	11	1	3	1	0.1	nt
Cc1ccc(C(C(=O)NCc2ccc(F)cc2)N(Cc2ccco2)C(=O)c2snc(C(N)=O)c2N)o1 (configuration not stated)	-1	nt	1	9	7	-4	0.3	-6
CCOC(=O)c1cnn(-c2ccc([N+](=O)[O-])cc2)c1N	nt	-3	-1	nt	12	-4	0.0	-2
COc1ccccc1CCc1nnc(CCC(=O)NCC(C)Oc2cccnc2)o1 (configuration not stated)	-8	-3	nt	-5	nt	14	0.4	nt
CN(C)CC#Cc1ccc([C@@H]2[C@@H](CO)N3CCCCN(S(=O)(=O)c4ccccc4F)C[C@@H]23)cc1	0	0	-2	20	2	2	0.1	nt
CC(=O)N(C)C[C@H]1Oc2ncc(-c3cncnc3)cc2C(=O)N([C@@H](C)CO)C[C@H]1C	1	13	-6	-6	20	10	2.4	3
C=CCN1c2ccccc2[C@]23C[C@@H](C(=O)OC)N(C(=O)NCCC)C2=NC(C(=O)OC)=C(C(=O)OC)[C@H]13	nt	nt	-2	1	-7	1	-0.3	2
CO[C@H](CN(C)S(=O)(=O)c1ccc(C)cc1)[C@@H](C)CN(Cc1ccccc1Cl)[C@@H](C)CO	0	-3	9	1	-8	2	-0.1	-16
COc1ccccc1CN(Cc1ccco1)S(=O)(=O)c1ccc(-n2cnnn2)c(OC)c1	1	-4	-2	11	2	-4	nt	-14
O=C(Nc1ccccc1Br)c1ccc2nccnc2c1	-3	0	-15	-46	nt	0	-0.1	3
N#C[C@@H]1[C@@H](c2ccc(C3=CCCCC3)cc2)[C@H](CO)N1C(=O)c1cccc(F)c1	-3	5	-3	-32	-3	0	0.5	19
C[C@@H]1CN([C@H](C)CO)S(=O)(=O)c2ccc(C#CC3CCCC3)cc2O[C@@H]1CN(C)Cc1cccnc1	-3	0	-14	33	-40	-1	-0.4	-41
CN(C)/C(=N\S(=O)(=O)c1ccc(Br)cc1)c1ccccc1	3	0	0	nt	0	0	0.0	-7
Cc1ccccc1OCC(=O)Nc1ccccc1C(=O)N1CCCCC1	0	0	-2	-22	nt	-2	-0.1	-2
CC(=O)N1N=C(c2ccc(C(C)(C)C)cc2)OC1(C)C	-3	nt	nt	-15	nt	1	0.0	nt
CC(C)NC(=O)Nc1cccc2c1O[C@H](CN(C)C(=O)Nc1ccc3c(c1)OCO3)[C@@H](C)CN([C@@H](C)CO)C2=O	0	2	-3	10	-7	1	-0.1	-20
Cc1c(NC(=O)c2cc(-c3cccc(Cl)c3)on2)c(=O)n(-c2ccccc2)n1C	1	0	1	-5	nt	-1	0.1	-4
CCOc1ccc(CNCCc2ccc(S(N)(=O)=O)cc2)cc1	1	-1	nt	-1	-16	-6	0.0	-7

New compounds follow:
SMILES	ERAP1 inh	SIRT5 inh	Cneo AK release	LGR2 antag	PGC1a acetyl inh	S100A4 MyoIIA	Xi reactivation	C2C12 statin
CCN(CC)S(=O)(=O)c1cc(NC(=O)CSc2nnc(N)s2)ccc1C	21	1	2	nt	-5	0	0.1	4
Cc1noc(C)c1NC(=O)N(C)C[C@H]1Oc2c(NS(=O)(=O)c3c(C)noc3C)cccc2C(=O)N([C@H](C)CO)C[C@H]1C	4	-3	-3	7	-1	-1	1.8	nt
S=C(NCCCc1ccccc1)Nc1ccccc1Cl	1	-1	nt	0	nt	-1	0.1	nt
Cc1ccccc1-c1ccc2c(c1)O[C@@H](CN(C)C)[C@@H](C)CN([C@H](C)CO)S2(=O)=O	-5	-4	-12	1	-6	-15	0.3	9
C#CCN(C[C@@H]1[C@@H](OC(=O)NCc2ccccc2)[C@@H](OC(=O)NCc2ccccc2)Cn2c(=O)n(CCCCCC)c(=O)n21)S(=O)(=O)c1ccc(C)cc1	-2	-4	4	-10	-10	0	0.2	8
O=C(NCCc1c[nH]c2ccccc12)c1ccco1	-3	nt	0	-21	5	-15	0.0	-26
COc1ccc(S(=O)(=O)NCCC(=O)NC(C)c2ccccc2)cc1 (configuration not stated)	nt	nt	1	39	-20	nt	nt	-15
O=C(c1ccc([N+](=O)[O-])cc1)N1CCN(c2ncc(Br)cn2)CC1	0	-3	1	4	8	-2	0.1	1
Cc1noc(C)c1S(=O)(=O)Nc1ccc2c(c1)CC(=O)N([C@H](C)CO)C[C@H](C)[C@H](CN(C)C)O2	-1	-4	-1	7	-5	-6	-0.4	23
COc1ccccc1NS(=O)(=O)c1ccc(C(=O)NCc2ccc(S(N)(=O)=O)cc2)cc1	-1	nt	3	-16	-2	-2	0.2	2
COc1ccc2c3c(n(C)c2c1)[C@H](CO)N(Cc1ccncc1)CC31CN(C(=O)C2CC2)C1	1	0	nt	-15	nt	10	0.2	nt
COc1ccc(CCNC(=O)CN(c2ccc(OC)cc2)S(C)(=O)=O)cc1	-6	-5	nt	14	-4	3	0.0	nt
Cc1ccc(S(=O)(=O)Nc2ccc3c(c2)C(=O)N([C@@H](C)CO)C[C@H](C)[C@H](CN(C)C(=O)Nc2cccc4ccccc24)OCCCC[C@@H](C)O3)cc1	0	0	-2	15	-2	9	0.0	nt
CC(=O)N(C)C[C@H]1Oc2ncc(-c3ccc(C#N)cc3)cc2C(=O)N([C@H](C)CO)C[C@@H]1C	0	0	-1	2	-3	-1	-1.0	-5
Cc1csc(SCC(=O)NC(=O)NC2CCCC2)n1	-1	-3	4	7	-6	2	0.1	nt
COc1cccc(CNC(=O)C2CCN(c3nnc(N4CCCC4=O)s3)CC2)c1	7	-2	2	10	nt	3	0.0	-4
CC(C)CC#Cc1ccc2c(c1)O[C@H](CN(C)C(=O)C1CC1)[C@H](C)CN([C@H](C)CO)S2(=O)=O	nt	nt	nt	-10	-9	nt	0.1	-19
COc1cccc(N2CCN(C3CC(=O)N(c4ccc(C)c(Cl)c4)C3=O)CC2)c1 (configuration not stated)	-1	-3	nt	4	-3	-3	nt	nt
O=C(NCCCO)/C(=C/c1ccco1)NC(=O)c1ccc(Br)o1	-2	0	nt	-1	nt	3	0.0	nt
Cc1ccc(S(=O)(=O)N2CCOCC2)cc1NC(=O)COC(=O)CCOc1ccc(C(C)(C)C)cc1	-1	0	-10	4	nt	-1	0.1	-2
O=C(NCc1ccc2c(c1)OCO2)c1ccc2c(c1)N(Cc1c(F)cccc1Cl)C(=O)CS2	0	-1	-1	22	2	-3	0.2	29
N#Cc1cccc(C(c2nnnn2C2CCCC2)N2CCC(Cc3ccccc3)CC2)c1 (configuration not stated)	0	5	0	nt	-21	-1	nt	nt
CCC(=O)Nc1ccc(NC(=S)NC(=O)/C=C/c2ccco2)cc1	3	1	2	8	-23	2	0.2	-5
CN(CC(=O)O)S(=O)(=O)c1ccc2oc3ccccc3c2c1	-8	-4	-2	9	8	-1	0.0	39
CC(C)C#Cc1cnc2c(c1)C(=O)N([C@H](C)CO)C[C@H](C)[C@@H](CN(C)C(=O)C1CCC1)O2	4	1	18	-12	-27	1	-0.3	10

Carrying on:
SMILES	ERAP1 inh	SIRT5 inh	Cneo AK release	LGR2 antag	PGC1a acetyl inh	S100A4 MyoIIA	Xi reactivation	C2C12 statin
Cc1cccc(Cc2nnc(CCC(=O)N(C)C3CCOC3)o2)c1 (configuration not stated)	-3	6	0	-7	12	-1	0.0	10
O=C(N/N=C/c1ccncc1)c1cccc(S(=O)(=O)Nc2ccc(Cl)cc2)c1	nt	-5	nt	-4	-8	5	0.3	nt
O=C(CSc1nc2ccccc2c(=O)n1CCCN1CCOCC1)Nc1ccc(Br)cc1	4	-7	-3	-21	9	0	0.4	12
CC(C)NC(=O)N1CC2(C1)[C@@H](c1ccccc1)[C@@H](CO)N2CCC(F)(F)F	0	1	nt	2	-7	11	-0.1	nt
CC(C)N1CCC(N2CCN(Cc3ccc4nonc4c3)CC2CCO)CC1 (configuration not stated)	-1	-2	-2	0	-2	4	-0.2	-4
Cc1ccc(C)c(S(=O)(=O)N2CCN(C(=O)c3ccncc3)CC2)c1	-2	-1	0	8	nt	2	-0.1	11
O=C(c1cnc2ccc(Cl)cc2c1Cl)N1CCOCC1	-2	-4	nt	12	nt	-1	0.0	nt
CC(C)C(NC(=O)c1ccccc1)C(=O)OCc1cc([N+](=O)[O-])cc2c1OCOC2 (configuration not stated)	-5	-7	nt	-1	nt	0	0.0	nt

Six entries drawn at random from those above, as already listed:
SMILES	ERAP1 inh	SIRT5 inh	Cneo AK release	LGR2 antag	PGC1a acetyl inh	S100A4 MyoIIA	Xi reactivation	C2C12 statin
O=C(c1cnc2ccc(Cl)cc2c1Cl)N1CCOCC1	-2	-4	nt	12	nt	-1	0.0	nt
CC(C)N1CCC(N2CCN(Cc3ccc4nonc4c3)CC2CCO)CC1 (configuration not stated)	-1	-2	-2	0	-2	4	-0.2	-4
CC(C)C(NC(=O)c1ccccc1)C(=O)OCc1cc([N+](=O)[O-])cc2c1OCOC2 (configuration not stated)	-5	-7	nt	-1	nt	0	0.0	nt
O=C(N/N=C/c1ccncc1)c1cccc(S(=O)(=O)Nc2ccc(Cl)cc2)c1	nt	-5	nt	-4	-8	5	0.3	nt
O=C(CSc1nc2ccccc2c(=O)n1CCCN1CCOCC1)Nc1ccc(Br)cc1	4	-7	-3	-21	9	0	0.4	12
Cc1ccc(C)c(S(=O)(=O)N2CCN(C(=O)c3ccncc3)CC2)c1	-2	-1	0	8	nt	2	-0.1	11

By substructure, the entries above containing a nitro group on carbon (three)
SMILES	ERAP1 inh	SIRT5 inh	Cneo AK release	LGR2 antag	PGC1a acetyl inh	S100A4 MyoIIA	Xi reactivation	C2C12 statin
CCOC(=O)c1cnn(-c2ccc([N+](=O)[O-])cc2)c1N	nt	-3	-1	nt	12	-4	0.0	-2
O=C(c1ccc([N+](=O)[O-])cc1)N1CCN(c2ncc(Br)cn2)CC1	0	-3	1	4	8	-2	0.1	1
CC(C)C(NC(=O)c1ccccc1)C(=O)OCc1cc([N+](=O)[O-])cc2c1OCOC2 (configuration not stated)	-5	-7	nt	-1	nt	0	0.0	nt
